High-throughput results from PubChem BioAssay.
hIAP inh: blocks human intestinal alkaline phosphatase; P09923; purified IAP, CDP-Star luminescence, 30 min; inhibition, % at 10 µM; actives 0.12% (n = 330,000);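 active means inhibition reaching a set limit with compound at 10 µM in the primary screen, cut at about 35% in these data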;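 further: plate controls were DMSO wells with enzyme for no effect and no-enzyme buffer wells for full effect; values of inactives mirror those of a sister screen read the other way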
mIAP activ: increases mouse intestinal alkaline phosphatase activity | AID 2805 | muIAP, CDP-Star luminescence, 30 min; stronger effect = higher value; 1 = vehicle-only enzyme signal, 0 = enzyme-free wells | actives 0.24% (n = 330,000) | activation factor at 10 µM;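 active means activation factor of at least 2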; further: the source names both 10 and 20 µM as test concentration; values of inactives mirror those of a sister screen read the other way
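Assay system: mouse IAP enzyme; reagent: chemiluminescent substrate CDP-Star; dosing: test compounds delivered from DMSO solution; schedule: 30 min at room temperature; measured by: luminescence from enzymatic CDP-Star hydrolysis; controls: DMSO-only wells and no-enzyme negative control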
PfGluPho inh: PfG6PD (Plasmodium falciparum) enzyme inhibition; PfGluPho enzyme, NADPH resazurin-diaphorase fluorescence; inhibition, % at 20 µM; actives 0.78% (n = 350,000);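 active means inhibition reaching at least a set limit at 20 µM in the primary screen, cut at about 59% in these data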;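 further: 0% = DMSO wells with substrate and 100% = DMSO wells lacking glucose-6-phosphate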
HKDC1 inhibitor: inhibitors of human hexokinase HKDC1; Q2TB90; recombinant HKDC1, G6PDH/diaphorase resazurin coupled fluorescence; inhibition, % at 20 µM; actives 0.16% (n = 340,000);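 active means inhibition above about 35% when tested at 20 µM, limit read from the data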;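 further: plate controls were DMSO wells with enzyme for no effect and DMSO wells lacking enzyme for full effect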
Target sequence (Q2TB90 whole entry, looked up): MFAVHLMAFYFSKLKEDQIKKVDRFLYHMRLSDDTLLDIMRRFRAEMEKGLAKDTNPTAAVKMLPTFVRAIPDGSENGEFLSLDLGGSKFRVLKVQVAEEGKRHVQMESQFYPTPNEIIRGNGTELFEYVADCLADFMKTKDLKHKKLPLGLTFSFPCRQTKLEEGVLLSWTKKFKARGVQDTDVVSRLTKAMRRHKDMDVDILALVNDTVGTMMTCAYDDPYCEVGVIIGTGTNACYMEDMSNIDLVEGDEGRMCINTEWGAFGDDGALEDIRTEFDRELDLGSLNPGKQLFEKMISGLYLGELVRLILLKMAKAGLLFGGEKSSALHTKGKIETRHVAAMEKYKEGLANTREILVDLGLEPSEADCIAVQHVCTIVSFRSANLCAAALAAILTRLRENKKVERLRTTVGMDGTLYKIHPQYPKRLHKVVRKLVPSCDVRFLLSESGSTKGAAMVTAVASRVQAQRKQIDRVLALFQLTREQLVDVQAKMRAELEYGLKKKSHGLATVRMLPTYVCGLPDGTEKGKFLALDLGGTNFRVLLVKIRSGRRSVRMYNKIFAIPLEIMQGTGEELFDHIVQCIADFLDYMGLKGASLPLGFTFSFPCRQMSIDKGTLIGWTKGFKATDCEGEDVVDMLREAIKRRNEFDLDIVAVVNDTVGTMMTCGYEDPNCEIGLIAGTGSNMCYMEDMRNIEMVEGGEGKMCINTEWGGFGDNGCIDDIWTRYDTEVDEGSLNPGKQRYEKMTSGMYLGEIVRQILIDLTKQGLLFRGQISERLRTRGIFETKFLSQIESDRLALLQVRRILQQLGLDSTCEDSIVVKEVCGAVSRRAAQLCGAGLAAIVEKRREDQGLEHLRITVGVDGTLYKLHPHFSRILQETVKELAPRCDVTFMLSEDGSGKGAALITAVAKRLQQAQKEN
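Assay system: recombinant HKDC1 hexokinase; detection: coupled resazurin fluorescence, excitation 525 nm, emission 613 nm; benchmarks: DMSO-plus-enzyme-mix negative control, buffer-substituted positive control; compound dosing: single 20 µM dose; schedule: 90 min at room temperature in dark; also added: glucose plus 1 mM ATP as hexokinase substrates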
mIAP block: blocks mouse intestinal alkaline phosphatase; inhibition, % at 10 µM; actives 0.2% (n = 330,000); purified mouse IAP, CDP-Star luminescence, 30 min; AID 2806;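 active means inhibition of at least 40% at 10 µM in the primary screen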;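 further: plate controls were DMSO with enzyme for no effect and no enzyme wells for full effect; values of inactives mirror those of a sister screen read the other way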
ATG4B inhibitor: ATG4B (human) cysteine protease inhibition | ATG4B cleavage of LC3-PLA2, NBD-HPC fluorescence, 1 h | actives 0.51% (n = 340,000) | inhibition, % at 8.33 µM; in the data active means inhibition above about 40%
APOBEC3A inh: blocks human APOBEC3A ssDNA deamination | P31941 | recombinant A3A, FAM/TAMRA ssDNA deamination fluorescence | inhibition, % at 20 µM | actives 0.41% (n = 330,000);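 active means at least 40% inhibition at 20 µM here, with at most 30% in a related deaminase screen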;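 further: plate controls were A3A with DMSO for no effect and wells lacking A3A enzyme for full effect; some results filed as inactive read as strong as hits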
Target sequence (P31941 whole entry, looked up): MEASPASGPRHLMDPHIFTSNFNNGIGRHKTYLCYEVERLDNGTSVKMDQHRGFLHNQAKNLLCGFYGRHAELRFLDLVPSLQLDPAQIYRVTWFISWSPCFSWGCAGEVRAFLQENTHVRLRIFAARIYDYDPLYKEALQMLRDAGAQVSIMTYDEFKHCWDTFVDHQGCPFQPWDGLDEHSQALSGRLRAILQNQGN
hIAP act: human IAP activation. activation factor at 10 µM. P09923. actives 0.16% (n = 330,000). purified human IAP, CDP-Star luminescence, 30 min; stronger effect = higher value; 1 = vehicle-only enzyme, 0 = enzyme-free background;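 active means activation factor of the enzyme at least 2-fold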; further: the source names both 10 and 20 µM as test concentration; values of inactives mirror those of a sister screen read the other way
* marks the source's active call; other numbers are inactive results.

SMILES	hIAP inh	mIAP activ	PfGluPho inh	HKDC1 inhibitor	mIAP block	ATG4B inhibitor	APOBEC3A inh	hIAP act
CC(C)[C@H](NS(=O)(=O)c1ccc2c(c1)OCCO2)C(=O)OCC(=O)Nc1cccc(Cl)c1Cl	-11	1.3	14	-1	-31	-15	-1	1.1
O=C(Nc1nccs1)c1cnccn1	3	1.1	-13	-11	-8	6	2	0.97
CC1(C)CC(NC(=O)c2cc(COc3cccc(C(F)(F)F)c3)on2)CCO1 (configuration not stated)	5	0.92	12	-4	8	4	-3	0.95
O=C(Nc1nnc(SCc2ccccc2)s1)c1cc2c(s1)CCCC2	-3	0.97	-20	-2	3	-2	0	1
O=S(=O)(c1ccc(N2CCOCC2)nc1)N1CCOCC1	0	0.99	6	-5	1	2	-7	1
COc1ccc(N2C(=O)c3cccc4cccc(c34)C2=O)nn1	9	0.94	-6	3	6	5	4	0.91
O=C1CCCC/C1=C/Nc1ccc2c(c1)OCO2	8	0.9	37	2	10	-1	-5	0.92
Cc1ccc(S(=O)(=O)N2CCC(C(=O)OCC(=O)N(CCC#N)c3ccc(F)cc3)CC2)cc1C	10	0.99	-2	-4	1	-15	0	0.9
CC(C)(C)c1cc(OC(=O)C2CCCC2)ccc1O	5	0.99	30	3	1	-1	0	0.95
COc1ccccc1N1CCN(CC(O)COCc2cccs2)CC1 (configuration not stated)	-9	1	-3	-14	0	-4	0	1.1
COC(=O)c1ccc(COc2c(F)c(F)cc(F)c2F)o1	-1	1	8	-2	-4	0	20	1
O=c1[nH]c2ccccc2nc1-c1ccc(Cl)cc1	2	0.99	5	0	1	-1	3	0.98
CC(OC(=O)c1ccc(O)cc1)C(=O)Nc1cc(C(F)(F)F)ccc1Cl (configuration not stated)	-5	0.99	4	3	1	-7	4	1
C=CCOc1ccc(CNCc2cccnc2)cc1	5	0.99	-5	-8	1	6	1	0.95
COc1cccc(N(C(=O)c2snc(C(N)=O)c2N)C(C(=O)NCc2ccccc2)c2ccc(O)cc2)c1 (configuration not stated)	8	1.1	12	-2	-6	-8	0	0.92
CCN1CCCc2cc(CN(CCN3CCOCC3)C(=S)Nc3cccc(Cl)c3)ccc21	-2	1.1	10	-4	-12	0	-9	1
COc1ccc(NC(=O)c2cc(-c3cc(C)cc(C)c3O)n[nH]2)cc1Cl	-92	1.4	14	-22	-40	16	-1	1.9
COCCNC(=O)CCc1c(C)nc2c(c(C)nn2-c2ccc(C)c(C)c2)c1C	-3	1.1	9	0	-9	-5	-1	1
Cc1ccccc1CN(C)C(=O)COC(=O)CSc1ccc([N+](=O)[O-])cc1	6	1	6	-3	-3	3	2	0.94
O=C(CN(Cc1ccco1)C(=O)c1ccc(F)cc1F)Nc1ccccc1C(F)(F)F	-17	1.1	9	-5	-10	1	2	1.2

For reference, some entries already given.
SMILES	hIAP inh	mIAP activ	PfGluPho inh	HKDC1 inhibitor	mIAP block	ATG4B inhibitor	APOBEC3A inh	hIAP act
COCCNC(=O)CCc1c(C)nc2c(c(C)nn2-c2ccc(C)c(C)c2)c1C	-3	1.1	9	0	-9	-5	-1	1
Cc1ccccc1CN(C)C(=O)COC(=O)CSc1ccc([N+](=O)[O-])cc1	6	1	6	-3	-3	3	2	0.94
O=C(CN(Cc1ccco1)C(=O)c1ccc(F)cc1F)Nc1ccccc1C(F)(F)F	-17	1.1	9	-5	-10	1	2	1.2

Next section
SMILES	hIAP inh	mIAP activ	PfGluPho inh	HKDC1 inhibitor	mIAP block	ATG4B inhibitor	APOBEC3A inh	hIAP act
Cc1ccccc1CSCCNC(=O)c1ccccc1	-6	1	-9	-9	-2	5	-2	1.1
Cc1noc(C)c1COc1ccccc1C(=O)N(C)CC(=O)Nc1cccc(F)c1	-9	0.94	-10	3	6	0	2	1.1
COc1cc(/C=N/NC(=O)CSc2ccccn2)ccc1O	-10	1.1	-2	-4	-5	0	-3	1.1
CCOC(=O)C(CCCCCCP(=O)(c1ccccc1)c1ccccc1)NC(C)=O (configuration not stated)	8	0.87	-4	-2	13	-11	-3	0.92
Cc1ccc(CSc2nnc(-c3cccc4ccccc34)o2)cc1	10	0.95	10	2	5	-3	-7	0.9
CCC(C)(C)n1nnnc1C(c1cc(OC)c(OC)c(OC)c1)N1CCN(c2ccccc2)CC1 (configuration not stated)	-3	1	9	-7	0	-3	-1	1
O=C(COc1ccccc1)N(Cc1nnc(-c2ccccc2Cl)o1)C1CC1	-20	1.1	4	-4	-6	-5	2	1.2
Cc1ccc(S(=O)(=O)N2CCN(C(=O)c3n[nH]c(=O)c4ccccc34)CC2)c(C)c1	-10	1.1	-3	-3	-13	-6	-3	1.1
CCC(=O)N1CCc2cc(S(=O)(=O)NCCC(=O)NC3CCCc4ccccc43)ccc21 (configuration not stated)	4	1	1	6	-2	-8	0	0.96
Cc1ccc(NC(=O)C2CC(=O)Nc3nncn32)cc1 (configuration not stated)	-2	1	6	-8	0	-7	0	1
COc1ccccc1NC(=O)CSc1ccc2nnc(-c3ccccn3)n2n1	8	1.1	-3	-3	-7	3	-4	0.92
Cc1cc(C(=O)CN2CCC(C)CC2)c(C)n1-c1ccccc1F	-7	0.98	8	-12	2	4	0	1.1
CC(C)(C)OC(=O)NC1CNNC1=O (configuration not stated)	5	1.1	5	2	-6	-2	0	0.95
O=C1CSC(c2ccccc2)N1c1ccc(F)cc1F (configuration not stated)	-7	1	-8	-6	-1	8	1	1.1
CCOC(=O)C1=C(N)OC2=C(C(=O)CCC2)C1c1sccc1C (configuration not stated)	-6	0.95	27	5	5	-4	-1	1.1
Cc1ccc(NC(=O)Cn2cc(C=O)c3ccccc32)cc1	5	1.2	-2	1	-17	-6	-4	0.95
COc1ccc(NC(=O)/C(=C\c2ccc(F)cc2)NC(=O)c2ccco2)cc1	5	0.94	0	-5	6	4	-2	0.95
N#Cc1cccc(NC(=O)CN2C(=O)NC3(CCCCCC3)C2=O)c1	-18	1.1	-7	0	-8	5	0	1.2
CC(Sc1nnc2n1CCCCC2)C(=O)Nc1cccc(S(=O)(=O)N2CCOCC2)c1 (configuration not stated)	3	1.1	-13	-2	-6	2	-4	0.97
CC(CCc1ccco1)NC(=O)CCc1nnc2ccc(NCc3ccccc3Cl)nn12 (configuration not stated)	-52	0.97	10	-3	3	0	-4	1.5
COc1ccc(NC(=O)c2ccc3c(c2)C(=O)N(Cc2ccncc2)C3=O)cc1S(N)(=O)=O	8	1.2	0	-5	-16	17	-4	0.92
CC(=O)c1c(C)n(-c2ccc(C)cc2C)c2ccc(O)cc12	1	0.94	0	-2	6	-12	-1	0.99
Cc1ccc(CCn2c3c(c4ccccc42)CN(C)CC3)cn1	-18	1.1	29	7	-9	-2	2	1.2
Cc1ccc(NC(=O)CCN2C(=O)OC(C)(C)C2(C)O)cc1 (configuration not stated)	-2	0.94	-5	-2	6	8	-1	1
CCc1nnc(NC(=O)C(NC(=O)c2ccccc2Cl)C(C)C)s1 (configuration not stated)	13	1	19	-16	0	-9	10	0.87
COc1ccc(CN2CCN(C(=O)CN3C(=O)C4C5C=CC(C5)C4C3=O)CC2)c(OC)c1OC (configuration not stated)	-6	1	-12	1	-1	7	1	1.1
COC(=O)c1[nH]c2ccc(Cl)cc2c1NC(=O)CN1CCC(C(N)=O)CC1	1	1	12	1	-1	-9	4	0.99
Cc1cc(C)c(C(=O)CN2C(=O)NC3(CCCCCC3)C2=O)cc1C	2	1	5	-8	-4	3	-2	0.98
COC(=O)c1cn(C(=O)c2ccc(Cl)cc2)c2ccccc12	11	1.1	4	-1	-6	4	-2	0.89
O=C(COc1ccccc1[N+](=O)[O-])Nc1ccc(N2CCN(C(=O)c3cccs3)CC2)cc1	4	0.94	7	3	6	-8	0	0.96
COc1ccc(CN2CCN(CCC(C)C)C(CCO)C2)cc1Cn1cncn1 (configuration not stated)	6	0.93	-7	-7	7	4	-2	0.94
CSCC[C@H](NC(=O)Nc1cccc(Br)c1)C(=O)O	0	1.1	-21	-2	-10	1	4	1
CC(=O)c1cccc(NS(=O)(=O)c2cc3c(cc2C)NC(=O)CO3)c1	13	1	-5	-1	-3	-3	-2	0.87
CCOc1ccccc1N1CCN(C(=O)CCCN2C(=O)c3cccc4cccc(c34)C2=O)CC1	7	0.9	-10	-10	10	-9	21	0.93
O=C(Nc1ccc2c(c1)CN(Cc1ccco1)CC2)C1CCCO1 (configuration not stated)	-7	0.99	-11	-1	0	21	-1	1.1
COc1cccc(/C=N/NC(=O)Cn2nc(C)c([N+](=O)[O-])c2C)c1O	-64	1.1	-23	-26	-7	-7	-3	1.6
CCOC(=O)C1CCN(C(=O)CCn2c(=O)[nH]c3ccccc3c2=O)CC1	-9	1.1	5	-3	-8	-5	-3	1.1
CCNC(=O)C1CC(=O)N(Cc2ccc3c(c2)OCO3)C(=Nc2ccc(OCC)cc2)S1 (configuration not stated)	-6	1.1	-19	-5	-12	-13	2	1.1
O=C(COc1cccc2c1CCN(Cc1ccc(Cl)cc1)C2=O)N1CCOCC1	-25	1.1	-13	0	-11	-13	-9	1.2
COc1cccc(NC(=O)CSc2nnc(-c3cc(-c4ccccn4)nc4ccccc34)o2)c1	22	0.99	-8	-8	0	-5	-2	0.78
COCC(C)n1c(SCc2cc(=O)n3cc(C)ccc3n2)nc2ccccc2c1=O (configuration not stated)	10	1	-1	-4	-1	-15	1	0.9
COc1ccc2[nH]c(=O)c(C(c3nnnn3C3CCCCC3)N3CCN(C)CC3)cc2c1 (configuration not stated)	6	0.92	-8	-2	8	-6	-3	0.94
O=C(C1CCN(Cc2cccs2)CC1)N1CCN(Cc2ccc3c(c2)OCO3)CC1	-1	1	3	-9	-3	-11	-1	1
CCOc1ccc(N(CC(=O)N2CCc3ccccc32)S(=O)(=O)c2c(C)noc2C)cc1	20	0.96	5	1	4	-3	-3	0.8
O=C(CSc1ncn[nH]1)Nc1ccc2c(c1)OCCO2	17	0.98	-12	-5	2	-3	-1	0.83
S=c1[nH]nc(-c2cc(-c3ccsc3)n[nH]2)n1-c1cccc2ccccc12	-4	1	26	1	0	-3	-4	1
COc1cccc(NC(=O)Nc2cc(C)ccc2F)c1	3	1.8	16	-3	-76	-12	0	0.97
Cc1ccccc1-n1c(-c2cccnc2)n[nH]c1=S	-2	1.1	33	-18	-13	-7	-2	1
CNCCCC1Sc2ccccc2Oc2ccccc21 (configuration not stated)	7	1	22	-4	-2	-14	1	0.93
CCN(CC)S(=O)(=O)c1cccc(C(=O)NCC(=O)OCC(=O)NCc2ccccc2)c1	11	0.96	21	0	4	-9	1	0.89
NS(=O)(=O)c1ccc(CNC(=O)c2ccccn2)cc1	-1	1	-11	9	0	2	-4	1
Nc1c(-c2ccccc2)c(CN2CCOCC2)nn1-c1ccc(F)cc1	21	0.97	4	2	3	7	1	0.79

Compound profiles, from the list above. Screens in order: hIAP inh	mIAP activ	PfGluPho inh	HKDC1 inhibitor	mIAP block	ATG4B inhibitor	APOBEC3A inh	hIAP act
CCOc1ccc(N(CC(=O)N2CCc3ccccc32)S(=O)(=O)c2c(C)noc2C)cc1 reads 20	0.96	5	1	4	-3	-3	0.8
CCN(CC)S(=O)(=O)c1cccc(C(=O)NCC(=O)OCC(=O)NCc2ccccc2)c1 reads 11	0.96	21	0	4	-9	1	0.89
Nc1c(-c2ccccc2)c(CN2CCOCC2)nn1-c1ccc(F)cc1 reads 21	0.97	4	2	3	7	1	0.79
O=C(C1CCN(Cc2cccs2)CC1)N1CCN(Cc2ccc3c(c2)OCO3)CC1 reads -1	1	3	-9	-3	-11	-1	1
